Compound activity as filed in PubChem.
Shiga inhibitor = blocks Shiga toxin action in Vero cells; inhibition, % at 38.7 µM; Vero cells, Shiga toxin protein synthesis inhibition reporter; 9.2% of 290,000 active; in the data active = inhibition mostly above about 28%, no sharp cut-off; inactive = mostly below about 43%; also: 0% is about no effect
AMA1-RON2 inh = disrupts binding of P. falciparum AMA1 to RON2; Potency, µM (series often up to 58.2 µM), without a hit: at the top dose activity change, negative = inhibition, most hits filed as inhibitors; 0.2% of 360,000 active; AID 720542; AlphaScreen AMA1-biotinylated RON2 peptide binding;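 also: potency is read from the fitted curve at half-maximal effect; 0% = vehicle wells and -100% = peptide control; nearly all actives have a fitted effect of over 45% in size; some results filed as inactive show a strong effect at the top dose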
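AMA1 (3D7) with his tag at 25 nM final met compounds first, then biotinylated RON2 peptide at 25 nM; detection used donor plus acceptor beads, 10 µg/mL apiece, read by AlphaScreen after 30 min at room temperature.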
TbPYK inhibitor = blocks Trypanosoma brucei pyruvate kinase | 0.12% of 410,000 active | Potency, µM (highest dose often 76.8 µM), for inactives: top-dose activity, negative = inhibition, usual class: inhibitors | TbPYK enzyme, Kinase-Glo Plus ATP luminescence, 45 min; also: potency is read from the fitted curve at half-maximal effect; % is scaled to controls: 0 for no effect and ±100 for the full control effect; nearly all actives have a fitted effect of over 50% in size
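T. brucei PYK with substrate was exposed to pin-transferred compounds across a concentration series, then started with 130 uM ADP (final). After 45 min at room temperature, Kinase-Glo Plus luminescence was read, normalized and curve-fitted.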
LmPK inhibitor = inhibitors of Leishmania mexicana pyruvate kinase | AID 1721 | Potency, µM (titrated, usually from 57.5 µM), inactives show top-dose activity change, negative = inhibition, hits mostly inhibitors | purified LmPK, Kinase-Glo ATP luminescence, 1 h | 0.37% of 290,000 active | Q27686; also: potency is read from the fitted curve at half-maximal effect; % is scaled to controls: 0 for no effect and ±100 for the full control effect
Target sequence (Q27686 whole entry, looked up): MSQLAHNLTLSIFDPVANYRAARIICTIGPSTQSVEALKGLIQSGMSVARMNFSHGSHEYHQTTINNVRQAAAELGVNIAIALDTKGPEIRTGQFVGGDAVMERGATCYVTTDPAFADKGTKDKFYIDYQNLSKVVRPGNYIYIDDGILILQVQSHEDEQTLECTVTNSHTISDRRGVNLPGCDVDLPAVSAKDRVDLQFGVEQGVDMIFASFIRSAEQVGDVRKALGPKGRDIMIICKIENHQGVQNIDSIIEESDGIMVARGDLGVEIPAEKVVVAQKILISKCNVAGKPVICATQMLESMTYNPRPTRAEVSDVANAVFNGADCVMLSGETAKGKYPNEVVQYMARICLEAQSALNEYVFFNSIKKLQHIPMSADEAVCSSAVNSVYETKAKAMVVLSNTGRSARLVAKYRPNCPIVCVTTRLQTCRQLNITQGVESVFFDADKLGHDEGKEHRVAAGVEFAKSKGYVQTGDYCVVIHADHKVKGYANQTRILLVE
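0.1 nM LmPK, 0.5 mM PEP, 0.1 mM ADP; 50 mM imidazole pH 7.2, 7 mM MgCl2, 50 mM KCl; 1 h RT. Kinase-Glo luminescence readout, normalized to no-enzyme (full inhibition) and uninhibited wells.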
Pf growth 48h = P. falciparum growth inhibition at 48 hours (one generation); AID 504832; 5.9% of 310,000 active; P. falciparum luciferase growth in erythrocytes, 48 h; Potency, µM (series often up to 28.7 µM), inactives show at the highest dose activity change, negative = inhibition, actives largely listed as inhibitors; also: potency is read from the fitted curve at half-maximal effect; % is scaled to controls: 0 for no effect and ±100 for the full control effect
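Parasite viability was followed by luminescence of a genomically integrated firefly luciferase. Cultures held 0.1% parasitemia at 2% hematocrit (final), incubated under 5% CO2 at 37 C.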
Pf growth 96h = P. falciparum growth inhibition at 96 hour, primary screen for plastid delayed-death inhibitors; Potency, µM (titrated, usually from 28.7 µM), for inactives: at the top dose activity change, negative = inhibition, hits mostly inhibitors; 6.9% of 320,000 active; P. falciparum luciferase reporter growth, 96 h; also: potency is read from the fitted curve at half-maximal effect; % is scaled to controls: 0 for no effect and ±100 for the full control effect
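Compounds incubated with erythrocytes infected by luciferase-expressing P. falciparum (2% hematocrit, 0.05% parasitemia final) for 96 hours, 37 C in 5% CO2. Growth inhibition scored as decreased luciferase luminescence.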
Cycloheximide cs = affects cycloheximide protein synthesis inhibition readout, counter-screen | 12% of 300,000 active | max response, % | cell reporter, cycloheximide protein synthesis inhibition counterscreen; in the data active = max response mostly above about 13%, no sharp cut-off; inactive = mostly below about 14%; also: read at 38.3 µM for the half of the compounds with a filed dose; 0% is about no effect
The depositor's hits bear a star; ? = inconclusive; . = no result given; & = joins results of further samples; [ ] = remark or other dose. Unless noted, calls follow the shape of the dose curve; as a rule, active = well fitted curve in the direction sought with a large enough effect; inconclusive = small, poorly fitted or top-dose-only effect, or another doubt; inactive = no such curve, though single readings can be large; an effect the other way counts as inactive or inconclusive.

SMILES	Shiga inhibitor	AMA1-RON2 inh	TbPYK inhibitor	LmPK inhibitor	Pf growth 48h	Pf growth 96h	Cycloheximide cs
O=C(CSc1nnc(-c2ccco2)o1)NCCc1ccccc1	.	-4%	1%	.	4%	-14%	.
Cc1onc(-c2ccccc2)c1C(=O)N/N=C/c1ccc([N+](=O)[O-])c(O)c1	-9	14%	-10%	5%	120%[activator]	5%	-2
N#CCSc1nnc(Nc2ccccc2)s1	35	6%	0%	-1%	15%	.	12
Cc1cc(C)cc(OCC(=O)NC2=NCCS2)c1	-3	-13%	-6%	-2%	10%	.	7
CCN(CC)c1ccc(NC(=O)CCc2nnc3ccc(N4CCCCC4)nn23)c(C)c1	-2	-6%	-22%	0%	?	1%	-2
CCCCc1c(C)nc(N2CCCC2)[nH]c1=O	19	5%	-4%	-2%	6.6µM*	4.7µM*	3
C#CCOCCOCCOCCNc1nc(N2CCN(C(=O)[C@H](CCC(=O)O)n3cc(C(N)CO)nn3)CC2)nc(N2CCN(C(=O)[C@H](CCCCN)n3cc(C(N)[C@H](C)CC)nn3)CC2)n1 (some centres undefined)	-6	.	.	-3%	-12%	35%[activator]	-2
COc1ccc(CNC(=O)C2CCCN2S(=O)(=O)c2ccccc2)cc1 (centres undefined)	-13	-6%	2%	10%	.	0%	-1
COc1ccc(C)cc1NC(=O)CN1CCCN(S(=O)(=O)c2ccc(Br)cc2)CC1	-18	-17%	-1%&-2%	-7%	-25%	1%	-6
COc1cccc(S(=O)(=O)Nc2ccc(C(=O)Nc3ccncc3)cc2)c1	9	26%	-3%	1%	-24%	8.3µM*	-4
CCOC(=O)c1c(C(=O)OCC)c(C)n(N2C(=O)CSC2=S)c1C	-14	64%[activator]	-1%	-1%	-4%	?	1
O=C(Nc1cccc(C(F)(F)F)c1)c1cccc(NS(=O)(=O)c2ccc(Br)c(C(=O)O)c2)c1	-5	10%	2%	-5%	-12%	0%	8
O=C(Nc1cccc(C2=NCCN2)c1)Nc1cccc(C2=NCCN2)c1	.	1%	-14%&-7%	.	1.7µM*	1.2µM*	.
Cc1cc(C)cc(C(=O)Nc2ccc(NC(=O)Cc3ccccc3)cc2)c1	-4	-4%	-5%	5%	-9%	1%	-2
COc1ccccc1Oc1ncnc2c1cnn2-c1ccccc1	117*	-14%	3%	-3%	83%[activator]	196%[activator]	43*
Cc1nn(CC(C)C)c(=S)[nH]c1=O	-7	21%	-17%	1%	-12%	?	0
O=C(CNC(=O)Cc1ccccc1)NCC(=O)OCc1ccccc1	12	13%	?	-1%	48%[activator]	?	0
CCOC(=O)c1c(NC(=O)CN2C(=O)NC3(CCCCC3C)C2=O)sc(C(=O)N(C)C)c1C (centres undefined)	.	16%	-3%	.	?	?	.
CC(C)c1nnc(NC(=O)Cc2cccs2)s1	11	14%	-2%	-2%	18%	7%	0
Cn1c(=O)n(C)c2cc(NC(=O)c3cccc([N+](=O)[O-])c3)c(Br)cc21	8	8%	-11%	6%	24%[5.75 µM]	28%[5.75 µM]	-1
COCCn1c(=O)[nH]c2cc(C(=O)NCCN3CCN(c4cccc(Cl)c4)CC3)ccc2c1=O	9	10%	-4%	1%	?	-17%	-3
CCn1c2ccccc2c2cc(NC(=O)COC(=O)c3ccccc3O)ccc21	5	-4%	1%	0%	6%	16%	1
Brc1cccc(C2Nc3cccc4cccc(c34)N2)c1	-7	-2%	-13%	-10%	?	?	-2
CCOC(=O)C1(Cc2ccccc2)CCN(Cc2cnn(-c3ccccc3)c2)CC1	-11	-28%	4%	0%	13%	-4%	-2
CC(=O)Nc1ccc(C(=O)NN2C(=O)c3ccccc3C2=O)cc1	7	-5%	-2%	11%	14%	-27%	6
O=C(Nc1ccc(O)c(C(=O)O)c1)c1cccc(NC(=O)c2ccco2)c1	-4	-3%	-16%	0%	1%	-9%	-3
CCOc1ccc(-n2c(-c3ccccc3)c[nH]c2=S)cc1	20	29%	?	?	?	?	5
Cc1cccc(C)c1OCc1n[nH]c(=S)n1N	-7	123%[activator]	?	4%	-12%	1%	-1
CCCCCCOc1ccc(C(=O)NCCCn2ccnc2)cc1	30	-2%	7%	11%	-1%	46%[activator]	10
CCN1CCN(CC(=O)N2N=C(c3cccs3)CC2c2ccc(F)cc2)C(=O)C1=O (centres undefined)	-3	3%	-3%	-4%	?	?	4
Cc1ccc(C(=O)NC(=S)NNC(=O)COc2ccc([N+](=O)[O-])cc2)cc1	72	73%[activator]	-11%	-2%	33%[activator]	7%	12
O=C(CCNC(=O)c1ccc([N+](=O)[O-])cc1)N/N=C/c1ccc(F)cc1	-16	19%	4%	3%	-11%	0%	-3
CCc1ccc(NCc2cc3c(C)nn(-c4ccccc4)c3[nH]c2=O)cc1	-8	-7%	0%	2%	.	?	-3
COc1ccc(CNS(=O)(=O)c2c(C(=O)N3CCCCC3)c(C)n(C)c2C)cc1	-8	-5%	3%	-5%	11%	33%	10
CCOC(=O)C1=C(c2ccccc2)OC(N)=C(C#N)C1C1CCCCC1 (centres undefined)	27	-6%	-6%	-3%	8%	.	-4
CCC(NC(=O)c1cc(COc2cncc(Cl)c2)on1)c1ccc(C)cc1 (centres undefined)	17	-12%	-1%	-3%	53%[activator]	5.2µM*	-2
CN(C)c1cccc(C(=O)OCC(=O)N(Cc2ccccc2)C2CCS(=O)(=O)C2)c1 (centres undefined)	-8	-2%	1%	14%	?	?	-2
CCCN(CC(=O)Nc1ccc(C)cc1Br)CC(=O)Nc1ccc(F)c(F)c1F	-8	89%[activator]	-2%	0%	?	?	0
CCOP(=O)(OCC)OCC	.	1%	-1%	.	8%	37%[activator]	.
CCOC(=O)c1c(C)n(-c2ccc(C)cc2)c2ccc(OCC(O)CN3CCN(C)CC3)cc12 (centres undefined)	-30	-12%	-1%	0%[11.5 µM]	9.3µM*	123%[activator]	-5

Results in AMA1-RON2 inh, Cycloheximide cs and TbPYK inhibitor, for some of the entries so far:
SMILES | AMA1-RON2 inh | Cycloheximide cs | TbPYK inhibitor
CCCCCCOc1ccc(C(=O)NCCCn2ccnc2)cc1 | -2% | 10 | 7%
CCOc1ccc(-n2c(-c3ccccc3)c[nH]c2=S)cc1 | 29% | 5 | ?

Eleven of the compounds above, with values under each structure:
Value order: Shiga inhibitor, AMA1-RON2 inh, TbPYK inhibitor, LmPK inhibitor, Pf growth 48h, Pf growth 96h, Cycloheximide cs
COCCn1c(=O)[nH]c2cc(C(=O)NCCN3CCN(c4cccc(Cl)c4)CC3)ccc2c1=O
→ 9, 10%, -4%, 1%, ?, -17%, -3
CCn1c2ccccc2c2cc(NC(=O)COC(=O)c3ccccc3O)ccc21
→ 5, -4%, 1%, 0%, 6%, 16%, 1
Brc1cccc(C2Nc3cccc4cccc(c34)N2)c1
→ -7, -2%, -13%, -10%, ?, ?, -2
CCOC(=O)C1(Cc2ccccc2)CCN(Cc2cnn(-c3ccccc3)c2)CC1
→ -11, -28%, 4%, 0%, 13%, -4%, -2
CC(=O)Nc1ccc(C(=O)NN2C(=O)c3ccccc3C2=O)cc1
→ 7, -5%, -2%, 11%, 14%, -27%, 6
O=C(Nc1ccc(O)c(C(=O)O)c1)c1cccc(NC(=O)c2ccco2)c1
→ -4, -3%, -16%, 0%, 1%, -9%, -3
CCOc1ccc(-n2c(-c3ccccc3)c[nH]c2=S)cc1
→ 20, 29%, ?, ?, ?, ?, 5
Cc1cccc(C)c1OCc1n[nH]c(=S)n1N
→ -7, 123%[activator], ?, 4%, -12%, 1%, -1
CCCCCCOc1ccc(C(=O)NCCCn2ccnc2)cc1
→ 30, -2%, 7%, 11%, -1%, 46%[activator], 10
CCN1CCN(CC(=O)N2N=C(c3cccs3)CC2c2ccc(F)cc2)C(=O)C1=O (centres undefined)
→ -3, 3%, -3%, -4%, ?, ?, 4
Cc1ccc(C(=O)NC(=S)NNC(=O)COc2ccc([N+](=O)[O-])cc2)cc1
→ 72, 73%[activator], -11%, -2%, 33%[activator], 7%, 12

Later entries.
SMILES	Shiga inhibitor	AMA1-RON2 inh	TbPYK inhibitor	LmPK inhibitor	Pf growth 48h	Pf growth 96h	Cycloheximide cs
Cn1nccc1C(=O)Nc1ccc(OC(=O)c2ccnn2C)cc1	-11	0%	0%	-11%	.	1%	2
O=C(Oc1ccc2c(c1)O/C(=C\c1ccncc1)C2=O)c1cccs1	-9	-3%	-2%	2%	?	?	-2
Cn1cccc1/C=N/N1CCN(Cc2ccccc2Cl)CC1	19	?	-42%	1%	3%	20%	8
O=C(CCNC(=O)c1ccc(Br)cc1)Nc1ccccc1N1CCOCC1	.	3%	4%	.	-27%	?	.
COCCCNC(=O)c1c(NC(=O)c2ccco2)n(Cc2ccccc2)c2nc3ccccc3nc12	-4	12%	-18%	-1%	?	.	2
Cc1cccc(N2CCN(C(=O)CCn3c(=S)[nH]c4cc5c(cc4c3=O)OCO5)CC2C)c1 (centres undefined)	2	33%[activator]	-2%	8%	-14%	?	-1
CN1CCN(C(=O)/C(=C/c2cccc([N+](=O)[O-])c2)NC(=O)c2ccccc2)CC1	17	2%	-1%	2%	66%[activator]	-3%	-1
O=C(CCN1C(=O)/C(=C\c2ccco2)SC1=S)Nc1ccc(C(=O)O)c(O)c1	-2	-6%	-15%	3%	52%[activator]	28%	2
CC1CC(C)(C)NC(C)c2ccccc21 (centres undefined)	-13	4%	-3%	6%	-6%	11%	-6
Cc1cnc(C(=O)Nc2ccc(F)c(F)c2)cn1	55*	11%	2%	-18%	131%[activator]	-8%	21*
COC(=O)C1(C)NC(c2ccc(F)cc2)C2C(=O)N(c3ccccc3)C(=O)C21 (centres undefined)	.	8%	-2%	-1%	-31%	?	-2
C=CCNc1ncnc2c1cnn2-c1ccc(Cl)cc1	52*	5%	?	-7%	184%[activator]	430%[activator]	33*
CCOC(=O)C(NC(C)=O)C(OC(C)=O)c1cccc([N+](=O)[O-])c1 (centres undefined)	-8	-4%	2%	10%	40%[activator]	10%	-4
CC(=O)c1ccccc1OCC(O)CNC1CCCC1 (centres undefined)	-9	-8%	-7%	-1%	-7%	21%	-1
Cc1nn(C(C)(C)C)c(NC(=O)c2ccc(Cl)cc2)c1Br	-5	16%	2%	-10%	3%	2%	1
COC(=O)c1cccc(NC(=O)C2C3CCC(C3)C2C(=O)O)c1 (centres undefined)	-22	4%	-3%	1%	15%	-13%	6
O=C(CSc1ccc(Cl)cc1)Nc1ccc(-c2nc3ccccc3[nH]2)cc1	24	9%[11.6 µM]	4%	1%	4.1µM*	10%	-2
COc1ccc(Cc2nnc(NC(=O)C3CC(=O)N(c4ccccc4C)C3)s2)cc1OC (centres undefined)	.	44%[activator]	-11%	.	?	?	.
CN1CCN(CCC(=O)N/N=C/c2ccccc2F)CC1	-4	11%	0%	6%	5%	18%	-2
